# SW480 rereplic – inducers of DNA re-replication in SW480 colon cancer cells | 1.8% of 340,000 active | AID 624297 | Potency, µM (titrated, usually from 46.1 µM), inactives show at the highest dose re-replication activation, most hits filed as activators | SW480 DNA re-replication, Hoechst DNA content imaging, 48 h; also: % of control where 0% means no effect; nearly all actives have a fitted effect of over 55% in size
#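 Hoechst fluorescence of nuclei (405 nm excitation, 500-530 nm emission) measured by plate-scanning imager after 48 hr compound exposure at 37 C; re-replication scored as increased number of nuclei with elevated intensity.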
# GLP1R ag – agonists of human GLP-1 receptor | P43220 | HEK293 GLP-1R CRE-luciferase, luminescence, 4-6 h; cells express a hypersensitive GLP-1R form | Potency, µM (highest dose often 45.6 µM), inactives show top-dose activation, actives largely listed as activators | 0.007% of 380,000 active; also: % of control where 0% means no effect
# Target sequence (P43220 whole entry, looked up): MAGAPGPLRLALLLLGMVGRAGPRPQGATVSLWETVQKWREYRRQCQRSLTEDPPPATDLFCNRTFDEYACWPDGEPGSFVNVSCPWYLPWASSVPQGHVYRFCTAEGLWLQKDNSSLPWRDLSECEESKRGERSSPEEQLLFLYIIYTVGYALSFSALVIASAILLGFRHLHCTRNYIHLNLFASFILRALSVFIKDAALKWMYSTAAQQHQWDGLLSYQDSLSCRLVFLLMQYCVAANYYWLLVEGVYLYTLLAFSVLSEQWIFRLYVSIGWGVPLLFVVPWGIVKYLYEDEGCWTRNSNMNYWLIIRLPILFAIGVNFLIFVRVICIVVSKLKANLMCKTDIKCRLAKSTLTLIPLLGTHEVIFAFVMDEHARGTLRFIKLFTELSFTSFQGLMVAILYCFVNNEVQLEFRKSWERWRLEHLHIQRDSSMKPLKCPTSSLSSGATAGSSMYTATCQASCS
# GLP1R cytotox – cytotoxic in the GLP-1 receptor inverse agonist counter-screen; AID 624418; HEK293 cAMP-luciferase reporter cells, luminescence, 24 h; 0.13% of 410,000 active; Potency, µM (highest dose often 38.3 µM), for inactives: at the top dose activity change, negative = inhibition, actives largely listed as inhibitors;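 also: loss of luciferase light is scored as toxicity; % is scaled to controls: 0 for no effect and ±100 for the full control effect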
#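 Step one: seed cells (200 cells/uL, DMEM with 10% Nu serum, 1% pen-strep). Step two: 12-hour incubation at 37 deg C. Step three: pin 23 nL compound, incubate 24 hr. Step four: add luciferase reagent, read luminescence 12 min later.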
# HT1080-NT tox – kills 2HG-producing HT-1080-NT fibrosarcoma cells | HT-1080-NT fibrosarcoma viability, CellTiter-Glo ATP luminescence, 48 h | Potency, µM (top dose mostly 46.1 µM), without a hit: top-dose activity, negative = less viability, most hits filed as cytotoxic | 1.6% of 360,000 active;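 also: NT is the 2HG producing partner of a matched IDH1 knockdown line; 0% = DMSO-treated cells and -100% = media-only wells without cells; nearly all actives have a fitted effect of over 55% in size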
#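 A 48-hour cytotoxicity screen used HT-1080-NT cells plated 2 hours before compound delivery. ATP-based CellTiter-Glo luminescence measured viability, normalized to DMSO and no-cell controls.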
# GLP1R inv ag – inverse agonists of human GLP-1 receptor. P43220. HEK293 GLP-1R CRE-luciferase, luminescence, 24 h; GLP-1R form is constitutively active. Potency, µM (titrated, usually from 38.3 µM), for inactives: at the top dose activity change, negative = inhibition, hits mostly inhibitors. 1.6% of 410,000 active. AID 624417; also: % is scaled to controls: 0 for no effect and ±100 for the full control effect; nearly all actives have a fitted effect of over 55% in size
#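 qHTS in 1536-well format: reporter HEK293 cells expressing constitutive GLP-1R activity in DMEM + 10% Nu serum, 24 hr with compounds at 37 deg C, luminescence read after 12 min with detection reagent.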
# HT1080 IDH1KD tx – toxicity to HT-1080 IDH1 knockdown cells (counter line); HT-1080 IDH1 knockdown viability, ATP luminescence, 48 h; Potency, µM (titrated, usually from 46.1 µM), for the others: top-dose activity, negative = toxicity, hits mostly cytotoxic; 2% of 360,000 active; AID 686971;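 also: 0% = DMSO wells and -100% = cell-free medium wells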
#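 In this qHTS, HT-1080 cells depleted of IDH1 are exposed for 48 h at 37 °C to compound titrations. Toxicity is scored from CellTiter-Glo luminescence, with DMSO as full viability and medium alone as none.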
# KB-3-1 cytotox – kills parental KB-3-1 adenocarcinoma cells | KB-3-1 viability, CellTiter-Glo ATP luminescence, 72 h | Potency, µM (doses to about 46.1 µM), for inactives: at the highest dose activity change, negative = cytotoxic, usual class: cytotoxic | 1.4% of 400,000 active; also: % is scaled to controls: 0 for no effect and ±100 for the full control effect; nearly all actives have a fitted effect of over 60% in size
#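 Viability of parental KB-3-1 cells, measured by CellTiter-Glo luminescence, followed a 72 h incubation at 37 °C with pinned compounds in phenol-red-free DMEM containing 10% FBS.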
# KB-V1 MDR tox – KB-V1 MDR subline cytotoxicity; AID 1347076; 3.4% of 400,000 active; Potency, µM (highest dose often 46.1 µM), for the others: at the top dose activity change, negative = cytotoxicity, hits mostly cytotoxic; KB-V1 MDR cells viability, CellTiter-Glo, 72 h; also: % is scaled to controls: 0 for no effect and ±100 for the full control effect; nearly all actives have a fitted effect of over 60% in size
#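 KB-V1 cells (P-gp-expressing MDR subline of KB-3-1) in phenol-red-free DMEM with 10% FBS were exposed to library compounds over a concentration series for 72 h at 37 degrees C. Viability read by CellTiter-Glo luminescence; concentration-effect curves fitted after normalization.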
# TDP43 rescue – TDP-43 toxicity inhibition in yeast | 1.8% of 410,000 active | TDP-43 expressing yeast growth rescue, BacTiter-Glo, 24 h | AID 652104 | Potency, µM (series often up to 46.1 µM), for inactives: top-dose growth rescue (activation), most hits filed as activators; also: % of control where 0% means no effect; nearly all actives have a fitted effect of over 50% in size
#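 Yeast cells expressing TDP-43 under galactose induction are exposed to compounds for 24 hr at 30 deg C. BacTiter-Glo luminescence measures growth, so protective compounds score as activators.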
# * hit, by the source's call; ? = inconclusive; / = no result given; [ ] = remark or other dose. Calls follow the shape of the dose curve; as a rule, active = well fitted curve in the direction sought with a large enough effect; inconclusive = small, poorly fitted or top-dose-only effect, or another doubt; inactive = no such curve, though single readings can be large; an effect the other way counts as inactive or inconclusive. Potency is read from the fitted curve at half-maximal effect. Hits appear at their usual frequency; any-hit rate near 9.4%.
SMILES	SW480 rereplic	HT1080 IDH1KD tx	GLP1R ag	KB-V1 MDR tox	GLP1R cytotox	GLP1R inv ag	KB-3-1 cytotox	TDP43 rescue	HT1080-NT tox
C/C(=N/NC(=O)c1ccncc1)c1c[nH]c2ccccc12	-6%	13%	1%	1%	6%	37%[activator]	20%	18%	22%
S=C(NCc1ccncc1)NC1CCCCC1	-33%	-7%	-3%	-22%	2%	1%	5%	-2%	9%
COc1cccc(CNC(=O)C2CCN(S(=O)(=O)c3ccc4c(c3)CC(C)N4C(=O)C3CC3)CC2)c1 (stereo not given)	-1%	-2%	-3%	-9%	5%	16%	?	5%	1%
Cc1ccc(NC(=O)CSc2nc(=O)n(Cc3ccncc3)c3c2CCC3)cc1Cl	/	/	/	0%	0%	1%	2%	13%	/
O=C(c1ccccc1Oc1ccccc1)N1CCN(c2ccccc2F)CC1	9%	-25%	3%	?	10%	?	?	?	-24%
Cc1c(Br)c([N+](=O)[O-])nn1CC(=O)N1CCCc2ccccc21	-15%	1%	4%	-10%	4%	12%	3%	-5%	8%
Cc1ccc(C23CC4CC(CC(NC(=O)NCCN(C)C)(C4)C2)C3)cc1	?	?	-5%	-16%	?	?	-18%	2%	21µM*
CC(=O)Oc1ccc(C(=O)Nc2ccccc2C(=O)Nc2cccc(C(=O)O)c2)cc1	-8%	13%	0%	-15%	15%	-4%	-2%	8%	2%
COc1ccc(N2C3=[N+](CCCC3)CC2(C)O)cc1 (stereo not given)	-4%	-39%	-14%	7%	-6%	-4%	?	-28%	0%[9.24 µM]
CC1CCCCN1C(=O)CCn1c(=S)oc2ccccc21 (stereo not given)	?	-6%	10%	-10%	1%	?	-8%	26%	27%
O=[N+]([O-])c1cc2c(c(CSc3ncccn3)c1)OCOC2	-6%	-7%	21%	-12%	1%	11%	24%	0%	-3%
CC1CC2(C)Oc3ccccc3CC2C(C)C1CNCCCN(C)C (stereo not given)	5.2µM*	6.5µM*	-8%	18µM*	?	0.89µM*	15µM*	-2%[9.22 µM]	5.8µM*
CCOC(=O)Cc1csc(NC(=O)CSc2nccn2C)n1	?	10%	0%	20%	6%	4%	14%	12%	1%
CCOc1ccccc1C=NN=Cc1ccccc1O	2%	1%	-1%	2%	-1%	5%	0%	9%	1%
CSc1nn(Cc2ccc(Cl)cc2)c(N(C(C)=O)C(C)=O)c1S(=O)(=O)c1ccccc1	/	/	-3%	29%	-14%	?	2%	?	/
CCN(c1ccccc1)S(=O)(=O)c1cccc(C(=O)NCc2ccncc2)c1	-23%	-4%	0%	0%	-2%	19%	-13%	-1%	-12%
COc1ccc(CCNC(=O)/C=C/C(=O)O)cc1	1%	17%	-4%	3%	4%	4%	13%	-18%	11%
O=C(CCc1nc2ccccc2c(=O)[nH]1)N1CCN(S(=O)(=O)c2ccc(F)cc2)CC1	-23%	-23%	2%	?	-10%	-19%	19%	22%	-15%
Cc1cccc(C)c1OCc1cc(C(=O)N2CCC(C3CCCCC3)C2)no1 (stereo not given)	-2%	13%	1%	-25%	7%	?	-6%	10%	9%
COc1ccc(C=C2CS(=O)(=O)CC(=Cc3ccc(OC)cc3)C2=O)cc1	/	3.7µM*	-17%	?	?	?	?	?	?
Cc1ccc(NC(=O)COC(=O)c2cc(Cl)ccc2Cl)c(Br)c1	-4%	0%	0%	19%	0%	6%	-1%	20%	0%
CCCc1cnc(N2CCN(C(=S)NC)CC2)nc1	-4%[9.22 µM]	18%	5%	-11%	-24%	-10%	0%	22%	?
CCCC(=O)NNC(=O)CC(=O)Nc1ccccc1C(=O)O	-26%	4%	-5%	14%	-18%	1%	1%	5%	7%
O=C(/C=C/c1ccco1)Nc1cccc(-c2nc3ccccc3[nH]2)c1	13%	-12%	0%	?	-19%	?	?	-9%	-1%
O=C(O)C1=C[C@@H](c2csc3ccccc23)C[C@@H](OCCCCO)O1	3%	6%	-4%	-7%	-10%	14%	11%	13%	0%
COc1ccc(OC)c2sc(N3CCN(C(=O)C(C)(C)C)CC3)nc12	/	/	/	5%	1%	10%	2%	22µM*	/
O=S(=O)(c1ccc(NCCc2c[nH]c3ccccc23)nc1)N1CCOCC1	4%	-13%	-6%	-9%	-3%	-9%	2%	1%	-19%
COc1ccc([C@H]2CC(=O)C[C@@H](CCn3cc(C)nn3)O2)cc1	/	15%	3%	-2%	1%	0%	7%	9%	14%
Cc1ccc(NC(=O)CCN2C(=O)OC(C)(C)C2(C)O)cc1 (stereo not given)	-13%	3%	-1%	5%	6%	5%	-1%	13%[9.22 µM]	0%
O=C(Nc1ccc(Br)cc1)Nc1nc2c(s1)CCCCCC2	/	/	/	4%	-10%	-11%	-7%	13%	/

# Record cards, as listed above:
# O=C(/C=C/c1ccco1)Nc1cccc(-c2nc3ccccc3[nH]2)c1 as listed: SW480 rereplic = 13%; HT1080 IDH1KD tx = -12%; GLP1R ag = 0%; KB-V1 MDR tox = ?; GLP1R cytotox = -19%; GLP1R inv ag = ?; KB-3-1 cytotox = ?; TDP43 rescue = -9%; HT1080-NT tox = -1%
# Cc1cccc(C)c1OCc1cc(C(=O)N2CCC(C3CCCCC3)C2)no1 (stereo not given) as listed: SW480 rereplic = -2%; HT1080 IDH1KD tx = 13%; GLP1R ag = 1%; KB-V1 MDR tox = -25%; GLP1R cytotox = 7%; GLP1R inv ag = ?; KB-3-1 cytotox = -6%; TDP43 rescue = 10%; HT1080-NT tox = 9%

# As entered above.
# Under KB-V1 MDR tox, CC1CC2(C)Oc3ccccc3CC2C(C)C1CNCCCN(C)C (stereo not given) is entered as 18µM*
# Under KB-3-1 cytotox, Cc1ccc(NC(=O)COC(=O)c2cc(Cl)ccc2Cl)c(Br)c1 is entered as -1%

# Carrying on.
SMILES	SW480 rereplic	HT1080 IDH1KD tx	GLP1R ag	KB-V1 MDR tox	GLP1R cytotox	GLP1R inv ag	KB-3-1 cytotox	TDP43 rescue	HT1080-NT tox
COc1cccc(-c2nc3cc(C)ccc3o2)c1	-2%	-21%	-32%[inhibitor]	-4%	0%	?	0%	-14%	-23%
COc1ccc(OC)c(NC(=O)Nc2nnc(N3CCC(C)CC3)s2)c1	-11%	13%	0%	?	-12%	9%	0%	16%	21%
COc1ccc2c(CC(=O)OCC(=O)Nc3ccc(S(N)(=O)=O)cc3)coc2c1	9%	-4%	0%	?	-2%	10%	10%	-20%	4%
CC1CCc2c(sc(NC(=O)COC(=O)C3CCCO3)c2C#N)C1 (stereo not given)	-17%	0%	-6%	-15%	-5%	32%	-12%	22%	5%
O=c1[nH]cnc2c1c(-c1ccccc1)cn2-c1cccc(Cl)c1	-8%	-1%	17%	-29%	-12%	?	?	?	-7%
O=C(N/N=C/c1coc2ccc(Cl)cc2c1=O)c1cc(O)cc(O)c1	-1%	-7%	-23%	-2%	7%	-28%	-2%	-90%[inhibitor]	-4%
O=C(Nc1ccccc1F)C1CCCN1S(=O)(=O)c1ccc(Cl)cc1 (stereo not given)	-2%	1%	-5%	?	3%	-20%	-14%	-2%	-9%
Cn1ncc([N+](=O)[O-])c1C(=O)NC1CCCCCC1	-12%	13%	-1%	15%	5%	13%	20%	3%	14%
CCOC(=O)c1c(C)[nH]c(C(=O)NNC(=O)c2ccccc2)c1C	-4%	17%	-16%	1%	-20%	0%	5%	-5%	8%
CCOc1ccc(CCNC(=O)COC(=O)/C=C/c2ccccc2OC)cc1OCC	6%	-1%	16%	-8%	3%	-3%	-4%	2%	1%
CCOCCCNC(=O)c1ccc2c(c1)ncn2-c1ccc(CC)cc1	-10%	0%	-1%	?	3%	-5%	-8%	?	0%
O=C(NN1CCOCC1)NC12CC3CC(CC(C3)C1)C2	-6%	2%	4%	-18%	8%	15%	2%	-2%	5%
Fc1cccc(Cl)c1/C=N/n1c(-c2cccnc2)n[nH]c1=S	1%	9%	-2%	-1%	-10%	13%	-2%	18%	1%
C[C@@H]1CN([C@H](C)CO)S(=O)(=O)c2ccc(-c3cccc(C(=O)N(C)C)c3)cc2O[C@H]1CN(C)C(=O)Nc1ccc(F)cc1	/	4%	0%	18%	-3%	0%	0%	13%	-1%
Cc1cc(C(=O)OCC(=O)Nc2cccc(S(N)(=O)=O)c2)c2ccccc2n1	-2%	1%	1%	9%	-8%	-11%	19%	-13%	0%
Cc1nc(Br)c(Br)c(C)c1Br	-4%	0%	-2%	1%	2%	-9%	3%	13%	4%
CCCCCC(=O)N1CCN(CCN=CC2=C(O)CC(c3ccco3)CC2=O)CC1 (stereo not given)	0%	-1%	-10%	9%	3%	-22%	29%	-14%	-7%
CCn1c(SCC(=O)OC)nc2sc3c(c2c1=O)CCC3	13%	-4%	?	4%	5%	0%	-1%	7%	10%
COc1ccc(NC(=O)C/C(C)=N/NC(=O)c2ccco2)c([N+](=O)[O-])c1	-22%	5%	11%	?	4%	0%	0%	-7%	7%
COc1ccc(OC)c(S(=O)(=O)Nc2ccc(CC(=O)O)cc2)c1	0%	0%	4%	2%	-7%	0%	0%	-17%	2%
COc1cccc(NC(=O)N[C@@H](Cc2ccccc2)C(=O)O)c1	1%	13%	-3%	0%	60%[activator]	-11%	0%	6%	7%
S=c1[nH]nc(COc2ccccc2)n1/N=C/C=C/c1ccccc1	-1%	1%	-11%	-17%	-2%	10%	9%	0%	12%
CN(C)S(=O)(=O)c1cccc(C(=O)c2nccn2C)c1	0%	24%	-2%	-6%	18%[7.66 µM]	-17%[7.66 µM]	0%	-13%	8%
O=S(=O)(Nc1ccc(-c2csc(-c3ccccc3)n2)cc1)c1ccc(F)cc1	12%	-5%	-5%	?	?	-3%	?	-89%[inhibitor]	-7%
CCOC(=O)c1nnn(-c2nonc2N)c1COc1c(C=O)cccc1OC	0%[9.22 µM]	5%	-10%	0%	-22%	?	-12%	12%	0%
